# KCNQ1 block – inhibitors of human KCNQ1 channel, primary screen, cell-based, thallium flux, high-throughput | Potassium voltage-gated channel subfamily KQT member 1 (Homo sapiens), P51787 | B-score at 10 µM | CHO-K1 KCNQ1, FluxOR thallium flux fluorescence; hits give high values | actives 1.3% (n = 310,000) | AID 2642, 2010;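 active = compounds whose thallium flux B-score, printed positive for inhibition, exceeds three library SD while starting fluorescence stays within three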;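 also: channel opened by potassium depolarization with thallium stimulus after 20 min compound exposure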
# KCNQ1 act – potentiators or activators of KCNQ1 channel, primary screen, cell-based, thallium flux, high-throughput | CHO-K1 KCNQ1, thallium flux FluxOR fluorescence; hits give high values | actives 0.35% (n = 310,000) | Potassium voltage-gated channel subfamily KQT member 1 (Homo sapiens), P51787 | B-score at 10 µM;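 active = fluorescence ratio B-score, a plate-corrected score, at least three library SD, with initial intensity B-score within 5 SD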
#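 System: CHO-K1 cells stably expressing KCNQ1 / Medium: assay buffer for compound exposure, DMSO matched across wells / Reagent: thallium- and potassium-containing depolarizing buffer / Compound: one concentration, matched DMSO / Incubation: 20 min compound pretreatment at room temperature / Measured by: kinetic FluxOR fluorescence, 10 s baseline plus 110 s post-stimulus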
# GSK3beta inhib – human GSK3beta kinase inhibitors, primary screen, biochemical, cell-free homogeneous, HTS; GST-GSK3beta kinase, ADP-Glo luminescence, 60 min; hits give low values; activity score (negative = inhibition), % at 10 µM; actives 0.038% (n = 300,000);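 active = more than half of replicate wells score below -50%, meaning over 50% inhibition versus plate controls; inconclusive = some replicates but at most half score below -50%; inactive = no replicate scores below -50%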;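 also: 0% = median DMSO wells and -100% = median GW8510 positive control wells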
#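 test system = GST-tagged human GSK3beta kinase, cell-free | reagent = 25 µM ATP with peptide substrate | dosing = one dose of 10 µM per compound | schedule = 60 min reaction, RT | detection = luminescent ADP-Glo measurement of ADP formed | control set = DMSO neutral wells and GW8510 at 20 µM as positive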
# RGS4 act – RGS4 potentiators or activators, primary screen, cell-based, HEK293 M3R inducible RGS4, calcium flux; actives 0.92% (n = 310,000); carbachol calcium flux Fluo4; hits give low values; B-score at 10 µM; AID 463111, 2010;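 active = B-score of the integrated calcium signal more than 4 SD below the library mean, with starting fluorescence not abnormally high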;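 also: negative B-score means reduced calcium response which marks RGS4 activation or potentiation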
#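 System: HEK293 FlpIn-TREx cells, stable M3R, doxycycline-inducible RGS4. Timing: overnight RGS4 induction, 30 min dye load 37 °C, 20 min compound RT. Also added: carbachol, ECmax concentration. Measured by: Fluo4 fluorescence kinetic imaging of calcium. Evaluation: integrated calcium ratio converted to B score.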
# KCNK3 inh – human KCNK3 channel inhibitors, primary screen, CHO cells, FluxOR thallium flux, B-score; Potassium channel subfamily K member 3 (Homo sapiens), O14649; FluxOR fluorescence; hits give low values; B-score at 10 µM; actives 0.84% (n = 340,000); AID 602410, 2012;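 active = B-score under library mean minus 4 SD, starting fluorescence ratio at most library mean plus 5 SD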;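 also: more negative B-score means stronger inhibition of thallium flux through KCNK3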
# DYRK1A inh – rat Dyrk1A kinase inhibitors, primary screen, biochemical, single point, plate reader | inhibition, % at 12.5 µM | ADP-Glo luminescence, NFATc1 peptide | actives 0.43% (n = 310,000) | AID 504441, 2011; in the data active = inhibition above about 50%;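 also: plate controls were vehicle with enzyme for no effect and no enzyme for full effect; many of its hits are not listed in these tables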
# HDAC3 inh – HDAC3 deacetylase inhibitors, primary screen, biochemical, fluorescence, cell-free homogeneous. Histone deacetylase 3 (Homo sapiens), O15379. recombinant HDAC3, fluorogenic peptide/trypsin coupled. inhibition, % at 8.3 µM. actives 0.15% (n = 320,000). AID 2718, 2010; in the data active = inhibition above about 26%, passing the limit was not always enough; inconclusive = no clear call, values can overlap the other calls
# Target sequence (O15379 whole entry, looked up): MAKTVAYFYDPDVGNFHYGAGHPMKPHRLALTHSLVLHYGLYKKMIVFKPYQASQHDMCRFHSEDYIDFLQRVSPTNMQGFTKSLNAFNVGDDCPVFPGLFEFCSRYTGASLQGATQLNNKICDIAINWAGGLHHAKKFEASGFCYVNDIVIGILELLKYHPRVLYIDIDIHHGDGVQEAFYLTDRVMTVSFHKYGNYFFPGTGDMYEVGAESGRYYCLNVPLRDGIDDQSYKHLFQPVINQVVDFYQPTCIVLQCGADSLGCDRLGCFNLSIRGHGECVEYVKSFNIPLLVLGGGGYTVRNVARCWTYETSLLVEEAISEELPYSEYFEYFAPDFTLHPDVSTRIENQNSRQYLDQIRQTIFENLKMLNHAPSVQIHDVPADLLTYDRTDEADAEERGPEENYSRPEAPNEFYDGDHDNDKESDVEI
# PolyA inhibitor – polyadenylation inhibitors in yeast reporter cells, primary screen, luminescence, S. cerevisiae; S. cerevisiae SKY197-pL101 polyadenylation reporter, beta-gal luminescence; efflux-impaired pdr1/pdr3 knockout yeast; score 100 = 6 SD above DMSO; calls only at 12 µM; actives 0.02% (n = 300,000);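 active = lowest replicate activity score at least 50, where 100 means six control SD above control mean; inconclusive = lowest score under 50 but half or more replicates reach 50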;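 also: yeast exposed to compound for 9 h at 30 °C; higher score means more reporter readthrough which indicates perturbed polyadenylation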
# GSK3A inh – blockers of GSK3A enzyme activity – biochemical, luminescence, cell-free homogeneous, HTS, primary screen | actives 0.1% (n = 320,000) | GSK-3 alpha kinase, ADP-Glo luminescence, 60 min | AID 2650, 2010 | inhibition, % at 10 µM | Glycogen synthase kinase-3 alpha (Homo sapiens), P49840;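 in the data active = inhibition above about 50%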;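 also: GST-tagged GSK-3 alpha with peptide substrate and 25 µM ATP; 0% = DMSO neutral wells and 100% = GW8510 positive control wells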
# Target sequence (P49840 whole entry, looked up): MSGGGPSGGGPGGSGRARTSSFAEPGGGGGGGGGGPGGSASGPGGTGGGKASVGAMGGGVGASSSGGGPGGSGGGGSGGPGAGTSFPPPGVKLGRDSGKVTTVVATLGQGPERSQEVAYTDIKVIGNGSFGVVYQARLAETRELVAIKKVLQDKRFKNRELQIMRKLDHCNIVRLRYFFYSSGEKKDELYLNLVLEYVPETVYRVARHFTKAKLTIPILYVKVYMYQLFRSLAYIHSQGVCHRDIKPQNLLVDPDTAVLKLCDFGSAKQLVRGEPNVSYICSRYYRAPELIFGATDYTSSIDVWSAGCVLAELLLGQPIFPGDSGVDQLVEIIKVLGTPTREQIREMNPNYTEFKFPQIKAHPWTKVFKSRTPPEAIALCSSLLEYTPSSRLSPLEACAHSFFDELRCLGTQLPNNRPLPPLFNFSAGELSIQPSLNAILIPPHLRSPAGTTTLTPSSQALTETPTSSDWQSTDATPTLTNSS
# hERG protect – hERG rescue from dofetilide block, primary screen, cell-based, CHO-hERG, FluxOR thallium flux, dofetilide IC70; Voltage-gated inwardly rectifying potassium channel KCNH2 (Homo sapiens), Q12809; actives 0.51% (n = 310,000); activation (rescue from dofetilide block), less the hit threshold, % at 10 µM; dofetilide IC70 present; AID 1511, 2009;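 active = activation above the mean of controls blocked by dofetilide plus 5 SD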;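 also: thallium influx through hERG after potassium depolarization seen as dye fluorescence rise; in these data hits start at about 4.7%; inactives centre near -7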
# KCNK9 block – KCNK9 potassium channel inhibitors, primary screen, HEK293 cells, thallium flux; Potassium channel subfamily K member 9 (Homo sapiens), Q9NPC2; FluxOR thallium flux fluorescence; hits give low values; B-score at 10 µM; actives 1.2% (n = 310,000);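 active = ratio B-score over 3 SD below the library mean, with starting fluorescence within 5 SD of its mean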;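 also: negative B-score means less thallium flux so channel inhibition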
# * = called active by the depositor; i = inactive; ? = inconclusive; . = no result given. Only part of the results is shown; count on the stated rates, not on these rows.
smiles | KCNQ1 block | KCNQ1 act | GSK3beta inhib | RGS4 act | KCNK3 inh | DYRK1A inh | HDAC3 inh | PolyA inhibitor | GSK3A inh | hERG protect | KCNK9 block
Cc1ccccc1-n1nnc2c(=O)oc3ccccc3c21 | i | i | -27 | i | i | 4 | -1 | i | 9 | -4 | i
CC(C)(C)CC(C)(C)NC(=S)N1CCN(Cc2ccc3c(c2)OCO3)CC1 | i | i | -3 | i | i | 0 | 5 | i | 1 | -2 | i
COc1cc2c(cc1NC(=O)C(C)Sc1nc3ccccc3n1C)oc1ccccc12 (configuration not stated) | i | i | 12 | i | i | -1 | 0 | i | -4 | -6 | i
Cc1ccc(N(CC(=O)NCc2ccc(F)cc2)C(=O)c2csnn2)cc1C | i | i | 4 | i | i | 3 | 0 | i | 0 | -21 | i
COc1cc(/C=C2/CCc3ccccc3C2=O)cc(OC)c1OC | i | i | 4 | i | i | 13 | ? | i | -2 | -17 | i
O=S1(=O)N[C@@H](CC2=CCCCC2)C2CCCCC2O1 (some centres not stated) | i | i | 3 | i | i | 8 | -4 | i | 1 | -5 | i
O=C(c1cc(-c2ccco2)nn1-c1cccc(Cl)c1)N1CCCCC1 | i | i | 3 | i | i | -6 | 6 | i | -3 | -7 | i
CNC(=O)c1ccc(Oc2ccc(C(=O)NC)cc2)cc1 | i | i | -4 | i | i | 7 | 6 | i | 0 | -8 | i
O=C(C1CC(=O)N(C2CCCC2)C1)N1CCN(c2ccccc2)CC1 (configuration not stated) | i | i | 3 | i | i | -10 | 8 | i | -3 | -7 | i
CCCCCNCc1ccc(Cl)cc1 | i | i | 1 | i | i | 0 | -7 | i | -2 | -11 | i
CC1CC(C)CN(S(=O)(=O)N2CCCC(C(=O)NCCCN3CCCCC3C)C2)C1 (configuration not stated) | i | i | -2 | i | i | -11 | 4 | i | -2 | -3 | i
O=C(O)CSc1cc(C(F)(F)F)nc(-c2ccccn2)n1 | i | i | 3 | i | i | -6 | 2 | i | -1 | 39* | i
CCOc1ccccc1NC(=O)CCc1nnc2ccc(N3CCC(C)CC3)nn12 | i | i | 3 | i | i | 1 | 5 | i | 1 | -17 | i
COc1ccc(C(CNS(=O)(=O)c2ccccc2)N2CCN(C)CC2)cc1 (configuration not stated) | i | i | 1 | i | i | -5 | -5 | i | -4 | -12 | i
Cc1ccc(S(=O)(=O)CCC(=O)Nc2ccccc2C)cc1 | i | i | 0 | i | i | -4 | -3 | i | -2 | -10 | i
CCOC(=O)c1c(-c2ccc(F)cc2)cn2ccccc12 | i | i | 3 | i | i | 9 | -17 | i | 1 | -3 | i
CCOc1ccc(-n2c(-c3ccco3)n[nH]c2=S)cc1 | i | i | 3 | i | i | 5 | 11 | i | -2 | -9 | i
FCCCOc1ccc(/C=N/OCc2ccc(Cl)cc2)cc1 | i | i | 1 | i | i | 6 | 6 | i | -2 | -4 | i
O=C(NCc1ccc2c(c1)OCO2)C1CCCN(S(=O)(=O)c2cccc3cccnc23)C1 (configuration not stated) | i | i | -1 | i | i | -2 | 10 | i | . | -10 | i
Cc1c(C(=O)Nc2ccc(Nc3ccccc3)cc2)cccc1[N+](=O)[O-] | i | i | 0 | i | i | 10 | 4 | i | -1 | -8 | i
O=C(CN1C(=O)NC(Cc2c[nH]c3ccccc23)C1=O)Nc1cccc(S(=O)(=O)N2CCCCCC2)c1 (configuration not stated) | i | i | 3 | i | i | -5 | 2 | i | 1 | -6 | i
COCCNCC(=O)NCC12CC3CC(CC(C3)C1)C2 | i | i | 1 | i | i | 0 | -1 | i | -2 | -3 | i
Cc1ccc(C(CC(=O)NCc2ccco2)c2ccc(OC(C)C)cc2)cc1 (configuration not stated) | i | i | 0 | i | i | 4 | 12 | i | 1 | -16 | i
Cc1cccc(N(CC(=O)Nc2ccc(F)cc2)S(C)(=O)=O)c1 | i | i | -3 | i | i | 0 | -3 | i | -1 | -9 | i
O=C(Nc1ncc(S(=O)(=O)c2ccc([N+](=O)[O-])cc2)s1)c1ccc2ccccc2c1 | i | i | 2 | i | i | -7 | 5 | i | -1 | -12 | i
C=CCNC(=O)c1ccccc1NS(=O)(=O)c1ccccc1 | i | i | 8 | i | i | -9 | -3 | i | 0 | -6 | i
OC(COc1ccc(OCC(O)CN2CCCCCC2)cc1)CN1CCCCCC1 (configuration not stated) | i | i | 1 | i | i | -7 | -10 | i | 8 | -9 | i
O=C(N/C=N/OCc1ccc(Cl)cc1Cl)NOCc1ncc(C(F)(F)F)cc1Cl | i | i | 3 | i | i | -8 | 0 | i | -1 | -7 | i
O=C(N/N=C/c1ccc(F)cc1)c1ccc(Br)cc1 | i | i | 3 | i | i | 0 | -3 | i | 2 | -7 | i
COc1ccc(CC(=O)Nc2cccnc2)cc1 | i | i | -5 | i | i | 24 | 1 | i | 0 | -1 | i
CCOC(=O)/C=c1\s/c(=C\c2ccccc2C)c(=O)n1CC(=O)NCc1ccc2c(c1)OCO2 | i | i | 1 | i | i | -3 | 4 | i | -1 | -12 | i
Cc1nn(C)c(C)c1S(=O)(=O)N(CC(=O)N1CCc2ccccc2C1)c1ccc(C(C)C)cc1 | i | i | 5 | i | i | -9 | -7 | i | 0 | -15 | i
O=C(Nc1nnc(C2=COCCO2)o1)c1ccc(Cc2ccccc2)cc1 | i | i | 3 | i | i | 0 | -10 | i | -3 | -4 | i
CCn1c(CC(=O)Nc2ccccc2)nnc1SCc1nc2ccccc2c(=O)[nH]1 | i | i | -1 | i | i | -7 | 8 | i | -1 | -10 | i
COc1ccc(OC)c(S(=O)(=O)Nc2cccc(C(C)=O)c2)c1 | i | i | 3 | i | i | -1 | 1 | i | -2 | -2 | i
O=S(=O)(Nc1ncnc2sc3c(c12)CCC3)c1cc(F)ccc1F | i | i | -2 | i | i | -4 | 8 | i | . | -7 | i
Cc1cc([N+](=O)[O-])nn1CCCC(=O)Nc1sc2c(c1C(N)=O)CCCC2 | i | i | -3 | i | i | -3 | 5 | i | 3 | -6 | i
CN(c1ccc(C(=O)N2CCCCC2)cc1)S(C)(=O)=O | i | i | 3 | i | i | 6 | -10 | i | 2 | -11 | i
O=C(Nc1ccc(F)cc1)Nc1nnc(-c2ccccc2)o1 | i | i | 0 | i | i | 5 | 2 | i | -6 | -6 | i
C=CCn1c(SCCOc2ccccc2)nnc1C(C)NC(=O)c1ccccc1 (configuration not stated) | i | i | 0 | i | i | -1 | 0 | i | -3 | -10 | i
CCOc1ccc2nc(/N=C/c3nc(-c4ccccc4)oc3O)sc2c1 | i | i | 0 | i | i | -3 | -4 | i | 0 | 17* | i
O=C(NCc1ccc(F)cc1)c1ccc(CS(=O)(=O)c2ccc(Br)cc2)o1 | i | i | 0 | i | i | 1 | 2 | . | 2 | -5 | i
N#CCC(=O)NNC(=S)Nc1ccccc1C(F)(F)F | i | i | 2 | i | i | 0 | 0 | i | -2 | -19 | i
CC1CCN(S(=O)(=O)c2ccc3c(c2)CCN3C(=O)CCC(=O)O)CC1 | i | i | 2 | i | i | 0 | 5 | i | -2 | -9 | i
CCOc1ccc(NS(=O)(=O)c2cc(NC(=O)CCC(=O)c3cccs3)ccc2Cl)cc1 | i | i | -3 | i | i | -5 | 2 | i | . | -10 | i
CC(C)CC(=O)NC(=S)Nc1ccc(S(=O)(=O)N2CCN(C)CC2)cc1 | i | i | -5 | i | i | -6 | 2 | i | -2 | -12 | i
CCN(CC)C(=O)CSc1nnc(-c2ccccc2)n1-c1ccccc1 | i | i | -1 | i | i | 9 | 7 | i | -2 | -9 | i
CC1CCCN(CCCNC(=O)c2cc3c(s2)-c2ccccc2OC3)C1 (configuration not stated) | i | i | -4 | i | i | 13 | -314 | i | 8 | -13 | i
COc1ccccc1CNC(=O)C(=O)NCC1OCCN1S(=O)(=O)c1cccs1 (configuration not stated) | i | i | 2 | i | i | 2 | 0 | i | 0 | -13 | i
O=C(NC(=S)NC1CCSC1=O)c1ccccc1Cl (configuration not stated) | i | i | 0 | i | i | 3 | 3 | i | -3 | 0 | i
Cc1cccc(N(C)S(=O)(=O)c2cc3c(cc2C)n(C)c(=O)c(=O)n3C)c1 | i | i | -2 | i | i | 11 | 10 | i | -1 | -8 | i
Cc1cc(-c2n[nH]c(=S)n2-c2ccccc2C)cs1 | i | i | 0 | i | i | 3 | -11 | i | -3 | -10 | i
COc1ccc([N+](=O)[O-])cc1/C=N/NC(=O)/C(=C\c1cccs1)NC(=O)c1ccccc1 | i | i | 0 | i | i | -5 | 6 | i | -1 | -11 | i
O=C(COc1ccc(F)cc1)c1ccc2c(c1)CCCC2 | i | i | 0 | i | i | -6 | 7 | i | -3 | -4 | i
CCN(CC(=O)NC1CCCC1)S(=O)(=O)c1ccc(F)cc1 | i | i | -1 | i | i | -9 | 0 | i | 1 | -6 | i
CCS(=O)(=O)N1Cc2ccccc2CC1C(=O)Nc1ccc(OC)cc1OC (configuration not stated) | i | i | -3 | i | i | -1 | 9 | i | -3 | -8 | i
O=C(Nc1c2c(nn1-c1ccccc1)CS(=O)C2)c1ccco1 (configuration not stated) | i | i | 0 | i | i | 1 | 2 | i | 1 | -11 | i
Cc1ccc(C(=O)O/N=C/c2ccc3c(c2)OCO3)cc1 | i | i | 2 | i | i | 2 | -1 | i | -4 | -2 | i
COc1ccc(NC(=S)NCCCN2CCN(C3CCCCC3)CC2)cc1 | i | i | -2 | i | i | -19 | 4 | i | 2 | -3 | i
CCN(CC)c1ccc(C2C(C(C)=O)C(=O)CC(C)(O)C2C(C)=O)cc1 (configuration not stated) | i | i | -1 | i | i | 11 | -8 | i | -1 | -3 | i

# Screens deposited in PubChem by several laboratories.
